Pf apPOL inh: Pf-apPOL DNA polymerase inhibition | inhibition, % at 10 µM | 210,000 compounds, 0.25% hits | Recombinant Pf-apPOL, molecular beacon fluorescence, 1.5 h
mHTT CaM bind: mHTT-calmodulin interaction abrogation. P42858. AlphaScreen His-mHTT/GST-CaM binding, luminescence. inhibition, % at 15 µM. 190,000 compounds, 3.6% hits;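 also: 0% = both proteins with DMSO and 100% = one protein alone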
* = called active by the depositor; & = joins results of further samples. Rule as the data show it: active = inhibition above about 50%; inactive = the rest.

For CN(C)S(=O)(=O)c1ccc(C(=O)N2CCN(Cc3nc4ccccc4[nH]3)CC2)cc1 the results were Pf apPOL inh -4 and mHTT CaM bind -2.
FC(F)(F)c1ccncc1-c1nnc(C2CCCCC2)o1 was read as Pf apPOL inh -4.
Screening CCc1onc(C)c1C1CCCN1C(=O)c1ccco1 (configuration not stated) returned Pf apPOL inh 2 and mHTT CaM bind -1.
`Cc1[nH]c2ccccc2c1C(=O)C(=O)NC1CC(C)CC(C)(C)C1` (configuration not stated) gave Pf apPOL inh -8 and mHTT CaM bind 1.
Screening O=C(Cc1ccc(Cl)cc1)Nc1ccc2nn(-c3ccc(F)cc3)nc2c1 returned Pf apPOL inh -5 and mHTT CaM bind 2.
Screening Cc1csc(=NC(=O)c2ccccc2)n1Cc1ccco1 returned Pf apPOL inh 0 and mHTT CaM bind 6.
`CC(C)c1ccc(C=C2Oc3cc(OCC#N)ccc3C2=O)cc1` gave Pf apPOL inh -6 and mHTT CaM bind 0.
For O=C(Nc1cccc(F)c1)C1C2C=CC3(CN(CCCN4CCOCC4)C(=O)C13)O2 (configuration not stated) the results were Pf apPOL inh 0 and mHTT CaM bind -6.
O=C(Nc1c(Cl)cccc1Cl)c1cccs1 was read as Pf apPOL inh -4 and mHTT CaM bind -6.
`CCc1ccccc1NC(=O)C(=O)NC1CC1` gave Pf apPOL inh 4 and mHTT CaM bind -5.

Among those listed so far, 6 have nitrogen in an aromatic ring:
For CN(C)S(=O)(=O)c1ccc(C(=O)N2CCN(Cc3nc4ccccc4[nH]3)CC2)cc1 the results were Pf apPOL inh -4 and mHTT CaM bind -2.
FC(F)(F)c1ccncc1-c1nnc(C2CCCCC2)o1 was read as Pf apPOL inh -4.
Screening CCc1onc(C)c1C1CCCN1C(=O)c1ccco1 (configuration not stated) returned Pf apPOL inh 2 and mHTT CaM bind -1.
`Cc1[nH]c2ccccc2c1C(=O)C(=O)NC1CC(C)CC(C)(C)C1` (configuration not stated) gave Pf apPOL inh -8 and mHTT CaM bind 1.
Screening O=C(Cc1ccc(Cl)cc1)Nc1ccc2nn(-c3ccc(F)cc3)nc2c1 returned Pf apPOL inh -5 and mHTT CaM bind 2.
Screening Cc1csc(=NC(=O)c2ccccc2)n1Cc1ccco1 returned Pf apPOL inh 0 and mHTT CaM bind 6.

(cont.)
Cc1ccc(S(=O)(=O)NC2=NCN(Cc3ccccc3)CN2)cc1 was read as Pf apPOL inh -80 and mHTT CaM bind -2.
For OCc1nc2ccccc2n1CC=Cc1ccccc1 the results were Pf apPOL inh -18 and mHTT CaM bind 0.
Screening Cc1cc(Br)ccc1NC(=O)CN(C)S(=O)(=O)c1cccs1 returned Pf apPOL inh -6 and mHTT CaM bind -1.
Cc1cccc(N2CCN(C(=O)c3cn4ccc(C)cc4n3)CC2)c1 was read as Pf apPOL inh -3 and mHTT CaM bind 0.
Screening CCCOc1ccc(/C=C2/SC(N3CCOCC3)=NC2=O)cc1 returned Pf apPOL inh 1 and mHTT CaM bind -2.
CCOc1ccc2c3c(c(=O)oc2c1OCC)CCC3 was read as Pf apPOL inh 2 and mHTT CaM bind -11.
`O=C(Nc1ccc2nn(-c3ccc(F)cc3)nc2c1)c1cccnc1` gave Pf apPOL inh 2 and mHTT CaM bind -2.
`C=CCc1ccccc1OCC(O)CNCc1ccco1` (configuration not stated) gave Pf apPOL inh -1 and mHTT CaM bind -1.
`OC1CC(C(F)(F)F)Oc2ccc(Cl)cc21` (configuration not stated) gave mHTT CaM bind -6.
`COc1ccc(C(=O)N2CCC(c3nc(CCNC(C)=O)cs3)CC2)cc1` gave Pf apPOL inh -8 and mHTT CaM bind 1.
`O=C(NC1CCCCC1)N1CCC(CCNS(=O)(=O)c2ccc(F)c(Cl)c2)CC1` gave Pf apPOL inh -11 and mHTT CaM bind 2.
O=C(CCN1CCOCC1)NC12CC3CC(CC(C3)C1)C2 was read as Pf apPOL inh -4 and mHTT CaM bind -3.
Cc1sc(-c2ccn[nH]2)cc1NC(=O)C1CCC1 was read as Pf apPOL inh -2 and mHTT CaM bind -4.
`O=C(Nc1ccccc1)C1CCc2sc(C(=O)N3CCCC3)cc2C1` (configuration not stated) gave Pf apPOL inh 1 and mHTT CaM bind 2.
For COc1cccc(C2=CC(c3ccccc3C)n3nnnc3N2)c1 (configuration not stated) the results were Pf apPOL inh -1 and mHTT CaM bind -2.
CC(C)c1c(C2CCN(C(=O)c3cccs3)CC2)noc1N was read as Pf apPOL inh 0 and mHTT CaM bind 4.
CC1CCN(C(=O)c2cccc(Nc3ncc(-c4cccc(F)c4)cn3)c2)CC1 was read as Pf apPOL inh 0 and mHTT CaM bind 27.
`COCCn1cc2c3c(cccc31)CN(C(=O)Nc1ccc(C)c(Cl)c1)CC2` gave Pf apPOL inh 0 and mHTT CaM bind 2.
Screening O=C(NCc1cccs1)c1cc2n(n1)CCCN(Cc1ccccc1)C2=O returned Pf apPOL inh -6 and mHTT CaM bind -6.
For CCc1nc(C2CCN(C(=O)c3cc(Cl)ccc3F)CC2)n[nH]1 the results were Pf apPOL inh 7 and mHTT CaM bind 3.
`COc1ccc(C(=O)/C=C(\C)NCc2ccccc2)cc1` gave Pf apPOL inh -10 and mHTT CaM bind -10.
Screening O=C(Nc1cc(F)c(F)cc1Cl)N1CCN(Cc2ccccc2)CC1 returned Pf apPOL inh 1 and mHTT CaM bind -4.
COc1ccc(N2C(=O)c3ccccc3NC2c2ccc(OC)c(COc3ccccn3)c2)cc1 (configuration not stated) was read as Pf apPOL inh -2 and mHTT CaM bind 17.
`COc1ccc(C2=N/C(=C\c3ccccc3OC)C(=O)O2)c(Br)c1` gave Pf apPOL inh -2 and mHTT CaM bind 1.
`CC(C)(C)c1ccc(OCC(=O)Nc2nccs2)cc1` gave Pf apPOL inh 0 and mHTT CaM bind -26.
Screening CCOC(=O)c1c[nH]c2c(-c3ccccc3)c(C(F)(F)F)sc2c1=O returned Pf apPOL inh -1.
`Cc1nc(CC(=O)NC2CCc3[nH]c4cc(Cl)cc(Cl)c4c3C2)c(C)s1` (configuration not stated) gave Pf apPOL inh 1 and mHTT CaM bind 78*.
Screening N#Cc1ccc(CN2CCC(c3nc(-c4cnccn4)n[nH]3)CC2)cc1 returned Pf apPOL inh -2 and mHTT CaM bind 10.
`COc1cccc(NC(=O)N2CC=C(c3cn(C(C)C)c4ncccc34)CC2)c1` gave Pf apPOL inh -3 and mHTT CaM bind 2.
`Cc1ccc(C(c2ccc(C)o2)c2cccc([N+](=O)[O-])c2O)o1` gave Pf apPOL inh -8 and mHTT CaM bind 79*.

Quoted at random: two records from the list
`Cc1ccc(C(c2ccc(C)o2)c2cccc([N+](=O)[O-])c2O)o1` gave Pf apPOL inh -8 and mHTT CaM bind 79*.
Screening N#Cc1ccc(CN2CCC(c3nc(-c4cnccn4)n[nH]3)CC2)cc1 returned Pf apPOL inh -2 and mHTT CaM bind 10.

(next part)
For COc1ccc(CNC(=O)C2(c3ccc(NC(=O)C(C)C)cc3)CCCCC2)cc1 the results were Pf apPOL inh -8 and mHTT CaM bind -11.
Screening Cn1c(=O)c2ncn(CC(N)=O)c2n(C)c1=O returned Pf apPOL inh -5 and mHTT CaM bind -3.
`Cn1nc2c(c1NC(=O)Cc1cccs1)CCC2` gave Pf apPOL inh 3 and mHTT CaM bind -6.
Screening CC(C)CN1CCN(C(=O)c2cn3ccnc(-c4ccc(F)cc4)c3n2)CC1 returned Pf apPOL inh -3 and mHTT CaM bind 0.
Screening Cc1cccc(NC(=O)CSc2cn(CCNC(=O)c3ccccc3F)c3ccccc23)c1C returned Pf apPOL inh 6 and mHTT CaM bind -1.
`CC(C)(C)c1ccc(/C=C2\C(=O)Nc3ccc(Cl)cc32)cc1` gave Pf apPOL inh -22 and mHTT CaM bind 60*.
`CC(C)COc1ccc(/C=C2\NC(=O)N(Cc3ccccc3F)C2=O)cc1` gave Pf apPOL inh -1 and mHTT CaM bind -2.
`COc1nccnc1NC1CCN(C(=O)NCc2cccc(F)c2)CC1` gave Pf apPOL inh -7 and mHTT CaM bind 2.
`O=C(CSc1nnc(Cc2ccccc2)n1-c1ccccc1)Nc1ccccc1-c1ccccc1` gave Pf apPOL inh -3 and mHTT CaM bind 25.
Cn1cnnc1-c1cccc(NC(=O)c2ccc(F)cc2)c1 was read as Pf apPOL inh -9 and mHTT CaM bind -3.
Screening O=C(c1ccccc1F)N1CCCCC1CCN1CCCCCC1 (configuration not stated) returned Pf apPOL inh -14 and mHTT CaM bind 0.
`CCOc1ccc(CCNC(=O)c2cnn3c4c(cnc23)CC(C)CC4)cc1OCC` (configuration not stated) gave Pf apPOL inh -1 and mHTT CaM bind 5.
Cc1ccc2c(c1)N(C(=O)NCc1ccccc1)CC(C)O2 (configuration not stated) was read as Pf apPOL inh -10 and mHTT CaM bind -1.
Screening O=C(O)c1ccc(COc2ccc3c4c(c(=O)oc3c2)CCC4)o1 returned Pf apPOL inh 9 and mHTT CaM bind 3.
Screening COc1ccc(-n2nc(C(=O)N3CC(C)CC(C)C3)c3ccccc3c2=O)c(OC)c1 (configuration not stated) returned Pf apPOL inh -4 and mHTT CaM bind 9.
Screening N#CC(=NNc1ccc(Cl)cc1)S(=O)(=O)c1ccsc1 returned Pf apPOL inh -6&-24.
Screening BrC1(Br)CC1(c1ccccc1)c1ccccc1 returned Pf apPOL inh 5&0.
For CN1CCCNC1c1ccc(-c2ccc([N+](=O)[O-])cc2)o1 (configuration not stated) the results were Pf apPOL inh -4 and mHTT CaM bind 25.
COc1ccc(NC(=O)CSc2nc3c(c(=O)n2-c2ccccc2)SCC3)c(OC)c1 was read as Pf apPOL inh -1 and mHTT CaM bind -6.
For CC1CCN(C(=O)c2csc(COc3ccc4c(c3)OCO4)n2)CC1 the results were Pf apPOL inh -2 and mHTT CaM bind 24.
`Cc1ccc(S(=O)(=O)NC2CCN(C(=O)c3ccccn3)CC2)cc1` gave Pf apPOL inh 0 and mHTT CaM bind -3.
For COC(=O)CNC(=O)C1CN(S(=O)(=O)c2cccnc2)CC12CCCCC2 (configuration not stated) the results were Pf apPOL inh 0 and mHTT CaM bind 1.
For O=C(Nc1cccc(F)c1)N1CCN(c2ccc(F)cc2)CC1 the results were Pf apPOL inh 1 and mHTT CaM bind -2.
Screening Cc1cccc(C2CC(c3ccc(Cl)cc3)Nc3nc(N)nn32)c1 (configuration not stated) returned Pf apPOL inh -9 and mHTT CaM bind 56*.
O=C(NCc1ccncc1)C1CCNCC1 was read as Pf apPOL inh -4 and mHTT CaM bind -7.
Screening CCCCC(=O)N1CCN(c2nc3c(s2)c(C)nn3-c2ccccc2)CC1 returned Pf apPOL inh -3 and mHTT CaM bind -2.
O=C(Nc1ccc(N2CCOCC2)nc1)c1ccccc1 was read as Pf apPOL inh 1 and mHTT CaM bind 8.
O=C(CN1c2ccccc2Sc2ccccc21)NN=Cc1ccco1 was read as Pf apPOL inh 62*.
`O=C1CSC(c2ccc3c(c2)OCO3)N1c1ccc(F)cc1F` (configuration not stated) gave Pf apPOL inh 3 and mHTT CaM bind -6.
`O=[N+]([O-])c1ccccc1NCCNS(=O)(=O)c1ccccc1` gave Pf apPOL inh -3 and mHTT CaM bind 16.
Cc1ccc(OCCSc2nc(-c3ccccc3)cc(=O)[nH]2)cc1C was read as Pf apPOL inh -4 and mHTT CaM bind -4.
`c1ccc(CN2CCC(NC3CC4CCC3C4)CC2)cc1` (configuration not stated) gave Pf apPOL inh -4 and mHTT CaM bind -5.
Screening O=C(Nc1cccc(NC(=O)c2ccc(Cl)cc2Cl)c1)c1ccc(Br)o1 returned Pf apPOL inh -3 and mHTT CaM bind 11.
Cn1c(-c2cccs2)nc2ccccc21 was read as Pf apPOL inh -3 and mHTT CaM bind -4.
For Cc1ccc(Cn2cc(CN3CC(N4CCN(CCN(C)C)CC4)CS3(=O)=O)nn2)cc1 (configuration not stated) the results were Pf apPOL inh 3 and mHTT CaM bind -11.
Screening CCOc1ccc(-n2nc(C(=O)Nc3cc(OC)c(OC)c(OC)c3)c3ccccc3c2=O)cc1 returned Pf apPOL inh -2 and mHTT CaM bind 12.
O=C(CSc1ccc(C(F)(F)F)cc1[N+](=O)[O-])NCCOc1ccccc1 was read as Pf apPOL inh 58* and mHTT CaM bind 12.
Screening COc1cccc(C(=O)N2CC(C(=O)NC(C)C)C(c3cccc(F)c3)C2)c1 (configuration not stated) returned Pf apPOL inh -3 and mHTT CaM bind 12.
O=C(c1csc(-c2cccnc2)n1)N1CCC(Cc2ccccc2)CC1 was read as Pf apPOL inh -2 and mHTT CaM bind 23.
Screening NC(=O)c1nn2c(C(F)(F)F)cc(-c3cccs3)nc2c1Br returned Pf apPOL inh 4 and mHTT CaM bind 31.

3 entries from above, ordered by molecular weight, smallest number first.
Cn1c(-c2cccs2)nc2ccccc21 was read as Pf apPOL inh -3 and mHTT CaM bind -4.
`c1ccc(CN2CCC(NC3CC4CCC3C4)CC2)cc1` (configuration not stated) gave Pf apPOL inh -4 and mHTT CaM bind -5.
Screening COc1cccc(C(=O)N2CC(C(=O)NC(C)C)C(c3cccc(F)c3)C2)c1 (configuration not stated) returned Pf apPOL inh -3 and mHTT CaM bind 12.

(listing goes on)
`COc1ccc(-c2cc3nc4c(c(=O)n3[nH]2)CN(C(=O)Cc2cccc(C)c2)CC4)cc1` gave Pf apPOL inh 4 and mHTT CaM bind 37.
`Cc1ccc(S(=O)(=O)NCCC2=CCCCC2)cc1` gave Pf apPOL inh 0 and mHTT CaM bind -24.
COc1cc(OC)cc(C(=O)Nc2cccc(C(C)=O)c2)c1 was read as Pf apPOL inh -5&-4 and mHTT CaM bind 1&4.
For N#C/C(=C\Nc1ccccc1F)c1nc(-c2cc3ccccc3oc2=O)cs1 the results were Pf apPOL inh 2 and mHTT CaM bind 0.
Screening Cc1ccccc1CN1CCC(c2nc3ccccc3[nH]2)CC1 returned Pf apPOL inh -3 and mHTT CaM bind -5.

Assay outcomes as filed in PubChem.

Some of the compounds tested; count on the stated rates, not on these rows.
